Giardia killer: kills Giardia lamblia; activity change, % at 7.66 µM, hits read low; actives 0.15% (n = 340,000); Giardia lamblia trophozoite viability; in the data active = activity change below about -80%; inconclusive = between about -30% and that limit;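 also: parasites exposed to compound for two days anaerobically before the ATP read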
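Trophozoite viability was measured as ATP-dependent luminescence, read 15-30 min after reagent addition. Before that, parasites at 100 cells/well were exposed to compounds for 48 h, anaerobically, at 37 deg C.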
USP2a inh: inhibitors of human ubiquitin-specific protease USP2a; O75604; USP2 core, Ub-CHOP2 coupled fluorogenic reporter, 485/531; Potency, µM (doses to about 38.3 µM), for the others: top-dose activity change, negative = inhibition, hits mostly inhibitors; actives 0.01% (n = 330,000);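 also: potency is read from the fitted curve at half-maximal effect; plate controls were DMSO wells for no effect and full inhibition by NEM control for full effect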
Target sequence (O75604 whole entry, looked up): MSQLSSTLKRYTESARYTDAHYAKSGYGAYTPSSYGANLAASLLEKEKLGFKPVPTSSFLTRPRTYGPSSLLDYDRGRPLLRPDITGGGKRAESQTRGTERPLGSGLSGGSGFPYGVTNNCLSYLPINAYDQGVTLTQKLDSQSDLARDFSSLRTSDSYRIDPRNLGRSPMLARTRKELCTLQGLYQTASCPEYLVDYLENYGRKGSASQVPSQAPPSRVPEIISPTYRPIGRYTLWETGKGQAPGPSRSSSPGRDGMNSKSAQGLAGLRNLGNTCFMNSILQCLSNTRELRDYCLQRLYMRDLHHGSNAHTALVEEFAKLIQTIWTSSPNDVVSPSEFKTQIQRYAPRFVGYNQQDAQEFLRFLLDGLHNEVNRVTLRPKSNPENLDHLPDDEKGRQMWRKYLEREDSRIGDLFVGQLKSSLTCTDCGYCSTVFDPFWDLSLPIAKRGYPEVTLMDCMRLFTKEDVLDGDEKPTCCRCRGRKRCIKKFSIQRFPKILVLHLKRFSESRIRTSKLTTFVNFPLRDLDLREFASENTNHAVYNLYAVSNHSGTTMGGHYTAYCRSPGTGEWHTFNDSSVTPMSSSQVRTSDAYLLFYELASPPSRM
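Cell-free coupled assay: 10nM USP2 core preincubated 30min RT with compound in Tris-HCl pH 8.0/CaCl2/CHAPS buffer, then 25nM Ub-CHOP2 and 25nM reporter substrate; fluorescence (Ex 485/Em 531) read after 60min RT, normalized to NEM inhibition, concentration-response curves fitted.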
GALK inh: galactokinase (human) inhibition; Purified GALK, Kinase-Glo residual ATP luminescence; Potency, µM (top dose mostly 57.5 µM), for inactives: top-dose activity change, negative = inhibition, hits mostly inhibitors; AID 1868; actives 0.007% (n = 270,000); also: potency is read from the fitted curve at half-maximal effect
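Human GALK (5 nM) with 35 uM ATP and 100 uM galactose in 20 mM HEPES pH 8.0, 5 mM MgCl2, 60 mM NaCl, 1 mM DTT, 0.01% BSA. After 1 h at room temperature, leftover ATP was read by Kinase-Glo Plus luminescence.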
BCR signal inh: blocks chronic active B-cell receptor signaling; ABC-DLBCL IkBa-CBG/CBR reporter, luminescence ratio, 4 h; Potency, µM (titrated, usually from 46.1 µM), for inactives: at the highest dose ratio change, negative = lower green/red ratio, usual class: inhibitors; actives 0.05% (n = 340,000); active = well fitted inhibition curve with a large enough effect in the signal ratio, with a control signal flat, not every such curve was filed as active; inconclusive = small, poorly fitted or top-dose-only effect, or effect the other way, or a change in a side signal; the % refers to the signal ratio;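 also: potency is read from the fitted curve at half-maximal effect; plate controls were basal doxycycline-induced cells for no effect and cells given 10 µM MG132 for full effect; MG132 reads +100%, hits lower the ratio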
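Cell line TMD8 (human ABC DLBCL), stably expressing tet-inducible CBG68-IkBa fusion and CBR; IMDM/0.5% FBS; cpd up to 46 uM; dox induction, 4 h, 37C/5% CO2; dual luminescence; green/red ratio; MG132 control.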
KCNH2 WT inh: inhibitors of human wildtype KCNH2 potassium channel; Q12809; actives 0.37% (n = 340,000); activity change, % at 1.84 µM; AID 720551; U2OS, BacMam KCNH2, thallium flux FluxOr; stronger effect = lower value;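 active = maximum activity change below -70%; inconclusive = maximum activity change between -70% and -50%; inactive = maximum activity change above -50%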
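U2OS cells transduced with wild-type KCNH2 virus are loaded with FluxOr dye for 45 min, and thallium flux is measured in kinetic reads before and after stimulation buffer. Rate constants are normalized to DMSO controls.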
uPA surface inh: inhibitors of cell surface uPA generation. cell surface uPA generation assay, qHTS. Potency, µM (titrated, usually from 38.3 µM), for the others: at the top dose activity change, negative = inhibition, actives largely listed as inhibitors. actives 0.31% (n = 330,000); active = well fitted inhibition curve with a large enough effect; inconclusive = small, poorly fitted or top-dose-only effect; inactive = no such curve, though single readings can be large or run the other way; tested in mouse RAW 264.7 cells; also: potency is read from the fitted curve at half-maximal effect; nearly all actives have a fitted effect of over 55% in size
KCNH2 3.1 block: KCNH2 3.1 (human) potassium channel inhibition. AID 720553. U2OS KCNH2 3.1, thallium flux FluxOr; stronger effect = lower value. actives 0.95% (n = 340,000). activity change, % (tested at about 1.8 µM);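 active = maximum activity change below -70%; inconclusive = maximum activity change from -70% to -50%; inactive = maximum activity change above -50%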;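 also: thallium influx rate constant from kinetic fluorescence after stimulation buffer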
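U2OS cells transduced with KCNH2 3.1 mutant virus (1.77 x 10^8 /mL, 4 h), plated overnight at 37 C, loaded 45 min with FluxOr dye plus Red40 quencher. Thallium flux rate constant from kinetic reads after stimulation buffer, normalised to controls.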
PKM2 act: increases activity of human pyruvate kinase M2; P14618; purified PKM2, Kinase-Glo ATP luminescence, activation; response scale: 0% is enzyme alone, no compound; Potency, µM (top dose mostly 57.5 µM), inactives show at the highest dose activation, most hits filed as activators; actives 0.34% (n = 260,000); AID 1631; also: potency is read from the fitted curve at half-maximal effect; nearly all actives have a fitted effect of over 55% in size
Target sequence (P14618 whole entry, looked up): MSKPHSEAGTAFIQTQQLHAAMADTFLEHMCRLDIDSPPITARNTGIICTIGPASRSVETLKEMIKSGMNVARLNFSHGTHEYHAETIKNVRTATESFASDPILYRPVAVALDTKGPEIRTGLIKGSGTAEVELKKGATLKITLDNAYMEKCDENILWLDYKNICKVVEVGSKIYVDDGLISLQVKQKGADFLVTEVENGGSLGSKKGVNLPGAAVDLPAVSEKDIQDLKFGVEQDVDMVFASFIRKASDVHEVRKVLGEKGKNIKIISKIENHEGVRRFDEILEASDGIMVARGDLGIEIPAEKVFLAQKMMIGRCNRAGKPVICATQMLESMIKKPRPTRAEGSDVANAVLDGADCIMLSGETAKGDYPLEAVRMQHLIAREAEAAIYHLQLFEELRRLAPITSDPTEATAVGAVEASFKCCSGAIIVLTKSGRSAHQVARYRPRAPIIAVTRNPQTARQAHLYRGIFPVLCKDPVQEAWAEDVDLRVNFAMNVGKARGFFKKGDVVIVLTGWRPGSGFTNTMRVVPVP
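hPK-M2, >95% pure; 0.1 mM ADP / 0.5 mM PEP final; imidazole pH7.2 buffer w/ 7 mM MgCl2, 50 mM KCl; 1 h RT; Kinase-Glo lum. Intermediate enzyme activity for dual inhibitor/activator qHTS.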
Eya2 inh: inhibitors of human Eya2 phosphatase activity; Potency, µM (highest dose often 76.9 µM), for the others: at the highest dose activity, negative = inhibition, usual class: inhibitors; O00167; recombinant Eya2, OMFP fluorescence dephosphorylation (OMFP is methylfluorescein phosphate); actives 0.006% (n = 330,000); also: potency is read from the fitted curve at half-maximal effect
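Eya2 protein (added as 0.2 uM solution) was preincubated with compound for 10 min at ambient temperature in 50 mM HEPES pH 7.5, 50 mM NaCl, 5 uM MgCl2, 0.05% BSA, 1 mM DTT. OMFP (added at 50 uM) then reacted 10 min; fluorescence read at 485/525 nm.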
B2AR arrestin: beta2AR (human) beta-arrestin recruitment activity; P07550; beta-arrestin recruitment to beta2AR, cell-based reporter; Potency, µM (series often up to 46.1 µM), for the others: at the highest dose activation, actives largely listed as activators; actives 0.02% (n = 330,000); AID 492947;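 also: potency is read from the fitted curve at half-maximal effect; 0% = DMSO controls and full agonism = EC100 isoproterenol or metaproterenol; nearly all actives have a fitted effect of over 65% in size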
Coupling enz: inhibits coupling enzyme system, counter-screen for aldolase hits; coupling enzyme system counterscreen, AmpLite Red fluorescence; actives 0.67% (n = 290,000); activity change, negative = inhibition, % at 58.2 µM, hits read low; AID 2472; in the data active = activity change below about -30%
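Final compound at 57.5 uM, incubated 10 min at RT with coupling enzyme reagent (glyceraldehyde-3-phosphate), then 20 min with substrate and AmpLite Red detection. Fluorescence read at 525/598 nm; tests interference with the coupling assay, not aldolase inhibition.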
Starred values were filed as active, the others as inactive; ? = inconclusive; / = not tested or not shown; [ ] = another dose, or the depositor's remark. Unless noted, calls follow the shape of the dose curve; as a rule, active = well fitted curve in the direction sought with a large enough effect; inconclusive = small, poorly fitted or top-dose-only effect, or another doubt; inactive = no such curve, though single readings can be large; an effect the other way counts as inactive or inconclusive. Unless noted, % is scaled to controls: 0 for no effect and ±100 for the full control effect.

1	CC(C)NC(=O)N1CCN(c2ccncc2S(=O)(=O)N2CCCCC2)CC1
2	Cc1ccccc1N1C(S)=C(C#N)C(=O)NC1c1ccco1 (stereo unspecified)
3	C#CCOCCOCCOCCNc1nc(N2CCOCC2)nc(N2CCN(C(=O)CCCCCCCCCCNC(=O)[C@@H](CCC(=O)O)n3cc(CCCCCN)nn3)CC2)n1
4	CCOC(=O)c1c(C)[nH]c(C)c1C(=O)COC(=O)c1cc(OC)c(OC)cc1OC
5	CCN(CC)CCn1nc2c3c(cccc3c1=O)-c1ccccc1-2
6	CC(C)c1ccc(-c2c(C#N)c(N)nc(SCC(=O)N3CCCCC3)c2C#N)cc1
7	N#CC(c1ccccc1)c1ccc2c(C(F)(F)F)cc(C(F)(F)F)nc2n1 (stereo unspecified)
8	COC(=O)c1cc(S(=O)(=O)N2CCCCC2)ccc1N1CCOCC1

screen / no.	1	2	3	4	5	6	7	8
Giardia killer	-7	-6	18	-10	-3	-13	-12	-5
USP2a inh	1%	1%	0%	-1%	-1%	0%	-1%	0%
GALK inh	1%	2%	/	13%	5%	0%	4%	/
BCR signal inh	0%	?	-3%	?	?	16%	18%	-5%
KCNH2 WT inh	2	-4	/	3	-3	6	0	31
uPA surface inh	-2%	-9%	10%	1%	?	5%	6%	0%
KCNH2 3.1 block	-2	6	/	4	-19	?	2	6
PKM2 act	-14%	3%	/	-1%	-6%	7%	6%	/
Eya2 inh	-5%	1%	-12%	-24%	3%	19%	-4%	4%
B2AR arrestin	-0.2%	-0.9%	0.3%	0.4%	0.0%	-0.1%	0.3%	-0.3%
Coupling enz	/	-24	/	0	-2	3	-1	/

9	CCOC(=O)N1CCN(C(=O)Nc2cccc3ccccc23)CC1
10	O=C(NNC(=O)c1ccc(O)cc1O)c1ccc(-c2ccccc2)cc1
11	COc1ccc(CCNC(=O)C2CC(=O)N(c3ccc(C(C)(C)C)cc3)C2)cc1OC (stereo unspecified)
12	CC1CCCCN1S(=O)(=O)c1ccc(C(=O)Nc2nnc(-c3ccccc3Cl)o2)cc1 (stereo unspecified)
13	Cc1c(NC(=O)CSc2nc3ccccc3c(=O)n2C(C)C)c(=O)n(-c2ccccc2)n1C
14	CCCn1c(C2CC(=O)N(c3cc(OC)ccc3OC)C2)nc2ccccc21 (stereo unspecified)
15	Cc1ccc(NC(=O)c2ccc(=O)n(CC(=O)Nc3ccccc3)n2)cc1
16	CN(C)S(=O)(=O)c1cccc(NC(=O)CCc2nc3sc4c(c3c(=O)[nH]2)CCCC4)c1

screen / no.	9	10	11	12	13	14	15	16
Giardia killer	-7	-22	14	-11	0	-15	-4	30[activator]
USP2a inh	-1%	2%	-2%	5%	-2%	2%	2%	0%
GALK inh	3%	-5%	2%	1%	/	2%	7%	/
BCR signal inh	-9%	0%	-1%	-28%	-6%	3%	?	3%
KCNH2 WT inh	-14	3	-13	29	-7	1	-3	-1
uPA surface inh	-9%	-27%	3%	-9%	23%	-12%	-4%	-1%
KCNH2 3.1 block	2	12	-22	4	3	7	-9	11
PKM2 act	5%	-4%	-1%	5%	/	2%	/	/
Eya2 inh	-11%	-4%	-16%	20%	12%	-21%	4%	10%
B2AR arrestin	-0.3%	-0.3%	0.3%	0.0%	0.0%	-0.1%	-0.2%	-0.2%
Coupling enz	-2	0	2	12	/	-14	/	/

17	CC(OC(=O)C1CCCCC1)C(=O)Nc1cccc(Cl)c1 (stereo unspecified)
18	O=C(CSc1ccccc1Cl)c1ccco1
19	O=C(CCc1ccccc1Cl)NC1CCCN(c2ccc(C(F)(F)F)cn2)C1 (stereo unspecified)
20	CCCCn1c(N)c(N(CCOC)C(=O)CCCc2nc3ccccc3c(=O)[nH]2)c(=O)[nH]c1=O
21	O=C(c1ccco1)N1CCC(n2nnc3ccccc32)CC1
22	Cc1ccc(C)c(C(=O)CCC(=O)NNC(=O)Cn2nc(C)cc2C)c1
23	O=C(Nc1nc(-c2cc(F)ccc2F)cs1)C1=NN(c2ccccc2)C(=O)CC1
24	Cc1nn(Cc2ccccc2)c2c1C(c1ccc(Cl)cc1)C(C#N)=C(N)O2 (stereo unspecified)

screen / no.	17	18	19	20	21	22	23	24
Giardia killer	23	-2	0	4	-7	2	-4	-21
USP2a inh	1%	2%	-7%	2%	0%	-1%	-1%	3%
GALK inh	-2%	9%	6%	/	-2%	/	1%	-3%
BCR signal inh	0%	-1%	0%	11%	18%	0%	-11%	?
KCNH2 WT inh	-4	-15	-3	-7	-2	1	4	2
uPA surface inh	-2%	-8%	4%	20%	1%	3%	2%	-23%
KCNH2 3.1 block	5	-9	-32	22	1	5	-20	20
PKM2 act	-4%	5%	/	/	-24%	/	/	0%
Eya2 inh	-3%	13%	-11%	-23%	15%	13%	-4%	-11%
B2AR arrestin	0.3%	0.1%	-0.8%	-0.1%	0.0%	0.0%	0.0%	-0.5%
Coupling enz	-1	-4	-3	/	-1	/	-2	3

25	CC1=C(C(=O)OCC(C)C)C(c2cc3c(cc2Br)OCO3)NC(=O)N1C (stereo unspecified)
26	CCN(CC)CCCNc1oc(-c2cccc(Cl)c2)nc1C#N
27	CCC(C)NCC(=O)Nc1sc2c(c1C(N)=O)CCC2 (stereo unspecified)
28	Cc1cc2[nH]c3c(c[n+](C)c4ccccc34)c2cc1C
29	C=CCNC(=O)c1onc(CSc2cccc(OC)c2)c1C(=O)O
30	O=C(Nc1cccc(NC(=O)c2ccco2)c1)c1cnccn1
31	OCCN1CCN(C(=S)c2ccc(-c3ccccc3)cc2)CC1
32	CCOc1ccccc1N(C(=O)CNC(=O)c1ccco1)C(C(=O)NC(C)(C)C)c1ccncc1 (stereo unspecified)

screen / no.	25	26	27	28	29	30	31	32
Giardia killer	3	4	9	-84*	4	-15	17	-10
USP2a inh	2%	-2%	4%	-4%	0%	0%	2%	1%
GALK inh	1%	0%	-1%	1%	-4%	-4%	0%	-1%
BCR signal inh	-3%	3%	1%	?	?	?	-1%	1%
KCNH2 WT inh	-4	45	10	-2	-5	7	3	0
uPA surface inh	4%	/	10%	?	-5%	-3%	4%	2%
KCNH2 3.1 block	-4	3	-4	17	2	-3	6	-5
PKM2 act	-5%	3%	0%	-26%	0%	-2%	0%	-3%
Eya2 inh	-6%	8%	7%	-3%	18%	2%	-6%	6%
B2AR arrestin	-0.8%	-0.2%	-1.3%	0.5%	-1.0%	-0.4%	0.1%	-0.2%
Coupling enz	-1	2	-2	-8	7	-4	3	-2

4 records picked at random from those above, as already listed:
29	C=CCNC(=O)c1onc(CSc2cccc(OC)c2)c1C(=O)O
28	Cc1cc2[nH]c3c(c[n+](C)c4ccccc34)c2cc1C
26	CCN(CC)CCCNc1oc(-c2cccc(Cl)c2)nc1C#N
31	OCCN1CCN(C(=S)c2ccc(-c3ccccc3)cc2)CC1

screen / no.	29	28	26	31
Giardia killer	4	-84*	4	17
USP2a inh	0%	-4%	-2%	2%
GALK inh	-4%	1%	0%	0%
BCR signal inh	?	?	3%	-1%
KCNH2 WT inh	-5	-2	45	3
uPA surface inh	-5%	?	/	4%
KCNH2 3.1 block	2	17	3	6
PKM2 act	0%	-26%	3%	0%
Eya2 inh	18%	-3%	8%	-6%
B2AR arrestin	-1.0%	0.5%	-0.2%	0.1%
Coupling enz	7	-8	2	3

More entries:
33	C=CCON1C(=O)C(=O)N(OCC=C)[C@H]2CCCC[C@H]21
34	C#CC(CC)(CC)NC(=S)Nc1cccc(C(C)=O)c1
35	COc1ccc2occ(C(=O)c3cccs3)c2c1
36	CC(C)CNC(=O)C(=O)Nc1ccc2c(c1)N(S(=O)(=O)c1cccs1)CCC2
37	Cc1ccc(OC(=O)c2c(C)nn(-c3ccccc3)c2C)cc1
38	COc1ccc(NC(=O)CC(=O)Nc2ccc(OC)cc2OC)c(OC)c1
39	O=C(NCc1cc2ccccc2[nH]1)C1CCC(=O)N(CCCN2CCCC2=O)C1 (stereo unspecified)

screen / no.	33	34	35	36	37	38	39
Giardia killer	-2	4	-26	-6	21	1	21
USP2a inh	1%	-6%	1%	-8%	2%	4%	0%
GALK inh	-2%	-4%	2%	/	9%	0%	2%
BCR signal inh	2%	?	?	?	?	?	6%
KCNH2 WT inh	2	-1	-2	-1	2	1	-16
uPA surface inh	-12%	-2%	-2%	-9%	-1%	/	-5%
KCNH2 3.1 block	34	-1	-2	-19	4	4	-7
PKM2 act	-5%	-7%	2%	/	3%	0%	/
Eya2 inh	19%	-19%	3%	-24%	?	-20%	-13%
B2AR arrestin	-0.5%	0.1%	0.1%	-0.9%	1.0%	-0.2%	0.0%
Coupling enz	10	2	2	/	0	1	0
